Screening results deposited in PubChem BioAssay by National Center for Advancing Translational Sciences (NCATS).
HT1080 IDH1KD tx = kills HT-1080 cells with IDH1 knockdown; AID 686971; HT-1080 IDH1 knockdown viability, ATP luminescence, 48 h; 2% of 360,000 active; Potency, µM (series often up to 46.1 µM), for the others: at the top dose activity, negative = toxicity, hits mostly cytotoxic;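 note: potency is the fitted concentration of half-maximal effect; 0% = DMSO wells and -100% = cell-free medium wells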
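Using the IDH1-knockdown HT-1080 line run in the same batch and compound series as the NT line, viability after 48 h at 37 °C was determined by CellTiter-Glo luminescence and expressed as % activity.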
HT1080-NT tox = kills 2HG-producing HT-1080-NT fibrosarcoma cells; Potency, µM (titrated, usually from 46.1 µM), for inactives: top-dose activity, negative = less viability, actives largely listed as cytotoxic; HT-1080-NT fibrosarcoma viability, CellTiter-Glo ATP luminescence, 48 h; 1.6% of 360,000 active;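 note: NT is the 2HG producing partner of a matched IDH1 knockdown line; potency is the fitted concentration of half-maximal effect; 0% = DMSO-treated cells and -100% = media-only wells without cells; nearly all actives have a fitted effect of over 55% in size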
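Viability of the 2HG-overproducing fibrosarcoma line after 48 hours of compound exposure at 37 degrees C was determined by luminescence with CellTiter-Glo, and concentration-effect curves were then fitted and categorized.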
DRD3 antagonist = D3 dopamine receptor (human) antagonism; D3R cells, DiscoveRx beta-arrestin luminescence, antagonist mode; stronger effect = lower value; max response, negative = inhibition, %; P35462; AID 652054; 2.5% of 360,000 active; in the data active = max response below about -50%; inconclusive = no clear call, values can overlap the other calls; note: % is set by controls: 0 for no effect and ±100 for the full control effect; mostly tested at two doses, the higher about 12 µM
Target sequence (P35462 whole entry, looked up): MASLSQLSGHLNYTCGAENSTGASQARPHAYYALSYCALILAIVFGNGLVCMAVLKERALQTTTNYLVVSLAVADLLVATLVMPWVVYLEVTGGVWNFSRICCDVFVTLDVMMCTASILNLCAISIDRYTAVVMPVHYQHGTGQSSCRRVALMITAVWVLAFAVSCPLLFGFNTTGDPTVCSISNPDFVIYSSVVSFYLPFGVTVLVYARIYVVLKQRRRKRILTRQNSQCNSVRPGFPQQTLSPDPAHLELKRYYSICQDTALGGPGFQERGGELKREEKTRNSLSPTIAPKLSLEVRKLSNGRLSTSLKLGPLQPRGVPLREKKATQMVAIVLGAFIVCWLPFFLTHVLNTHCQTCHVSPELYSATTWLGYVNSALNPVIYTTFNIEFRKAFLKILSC
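Cells plated overnight at 1500 cells/well, then exposed to library compounds with dopamine controls for 90 minutes at 37 degrees C. DiscoveRx reagent added for 30–60 minutes at room temperature; luminescence read, quantitative HTS format.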
KB-V1 cytotox = KB-V1 MDR subline cytotoxicity. KB-V1 MDR cells viability, CellTiter-Glo, 72 h. Potency, µM (highest dose often 46.1 µM), without a hit: top-dose activity change, negative = cytotoxicity, usual class: cytotoxic. 3.4% of 400,000 active; note: potency is the fitted concentration of half-maximal effect; % is set by controls: 0 for no effect and ±100 for the full control effect; nearly all actives have a fitted effect of over 60% in size
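Potencies derive from concentration-effect curves fitted to normalized luminescence (CellTiter-Glo) of KB-V1 cells treated for 72 h at 37 degrees C in phenol-red-free DMEM containing 10% FBS.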
GLP-1R agonist = agonists of human GLP-1 receptor. AID 624172. 0.007% of 380,000 active. HEK293 GLP-1R CRE-luciferase, luminescence, 4-6 h; cells express a hypersensitive GLP-1R form. Potency, µM (series often up to 45.6 µM), for the others: at the top dose activation, usual class: activators. P43220; note: potency is the fitted concentration of half-maximal effect; % of control where 0% means no effect
Target sequence (P43220 whole entry, looked up): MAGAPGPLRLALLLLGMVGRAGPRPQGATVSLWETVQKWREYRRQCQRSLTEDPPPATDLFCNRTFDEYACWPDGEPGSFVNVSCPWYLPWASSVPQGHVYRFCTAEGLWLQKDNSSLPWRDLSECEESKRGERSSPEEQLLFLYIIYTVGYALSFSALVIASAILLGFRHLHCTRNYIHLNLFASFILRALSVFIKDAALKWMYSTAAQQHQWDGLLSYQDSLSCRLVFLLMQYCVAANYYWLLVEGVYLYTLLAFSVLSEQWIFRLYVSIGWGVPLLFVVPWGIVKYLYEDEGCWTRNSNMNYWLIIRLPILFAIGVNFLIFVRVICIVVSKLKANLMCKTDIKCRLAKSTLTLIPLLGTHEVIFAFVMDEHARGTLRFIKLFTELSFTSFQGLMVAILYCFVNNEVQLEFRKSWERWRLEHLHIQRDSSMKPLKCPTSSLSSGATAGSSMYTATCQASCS
SW480 rereplic = inducers of DNA re-replication in SW480 colon cancer cells; 1.8% of 340,000 active; AID 624297; SW480 DNA re-replication, Hoechst DNA content imaging, 48 h; Potency, µM (titrated, usually from 46.1 µM), for the others: at the highest dose re-replication activation, hits mostly activators; note: potency is the fitted concentration of half-maximal effect; % of control where 0% means no effect; nearly all actives have a fitted effect of over 55% in size
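250 cells/well; 23 nL cpd via pin tool; 48 hr, 37 C, 5% CO2; Hoechst 40 min; imager read of total nuclear intensity, ex 405/em 500-530 nm.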
D3 ag = D3 dopamine receptor (human) agonism; max activation, %; P35462; 0.58% of 410,000 active; D3R DiscoveRx beta-arrestin cells, luminescence, 90 min; in the data active = max activation above about 30%; note: 0% is about no effect; mostly tested at two doses, the higher about 12 µM
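Agonist mode: compounds and dopamine controls were applied to plated cells for 90 min at 37 degrees C after an overnight attachment at 1500 cells/well. Luminescent read-out followed 30 - 60 minutes at room temperature with DiscoveRx detection reagent.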
IL-1B inflam inh = blocks inflammasome-driven IL-1 beta release. activity change, % at 57.5 µM. THP-1 LPS/ATP IL-1B secretion, AlphaLISA, 16 h; stronger effect = lower value. 4.7% of 360,000 active; in the data active = activity change below about -50%; inconclusive = mostly about -30% to -49%; note: % is set by controls: 0 for no effect and ±100 for the full control effect
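THP-1 cells pretreated 1 hr with compounds (up to 57.5 uM final), then stimulated with LPS (250 ng/mL final) plus ATP (1.25 mM final); secreted IL-1B measured by AlphaLISA after 16 hr, decreased signal indicating inhibition.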
KB-3-1 tox = KB-3-1 parental cell cytotoxicity. KB-3-1 viability, CellTiter-Glo ATP luminescence, 72 h. Potency, µM (titrated, usually from 46.1 µM), for the others: top-dose activity change, negative = cytotoxic, usual class: cytotoxic. 1.4% of 400,000 active. AID 1347075; note: potency is the fitted concentration of half-maximal effect; % is set by controls: 0 for no effect and ±100 for the full control effect; nearly all actives have a fitted effect of over 60% in size
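Cells are dispensed, compounds pinned in, plates held at 37 °C for 72 h, then CellTiter-Glo is added and luminescence read after 10 minutes. Cell line: parental KB-3-1 in phenol-red-free DMEM, 10% FBS.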
* marks the source's active call; other numbers are inactive results; ? = inconclusive; · = no result given; & = joins results of further samples; [ ] = remark or other dose. Unless noted, calls come from the whole dose curve; as a rule, active = well fitted curve in the direction sought with a large enough effect; inconclusive = small, poorly fitted or top-dose-only effect, or another doubt; inactive = no such curve, though single readings can be large; an effect the other way counts as inactive or inconclusive.

Order of results: HT1080 IDH1KD tx, HT1080-NT tox, DRD3 antagonist, KB-V1 cytotox, GLP-1R agonist, SW480 rereplic, D3 ag, IL-1B inflam inh, KB-3-1 tox
- CCN1CCN(Cc2cc(=O)oc3ccc(C)cc23)CC1
    4.1%, 5.2%, -7.3, -11.9%, 8.6%, -3.0%, -14.9, -12.3, 4.9%
- Nn1c(SCC(=O)Nc2ccc3c(c2)OCO3)nnc1-c1cccc(Cl)c1
    -17.7%, -14.9%, -11.7, 0.0%, 2.2%, -3.9%, 0.4, -4.3, 2.3%
- COc1ccc(OC)c(NC(=O)CC2C(=O)NCCN2C(=O)Nc2cccc(Cl)c2)c1 (stereo not given)
    ?, ?, -3.3, ?, 7.4%, -2.7%, -17.5, -66.0*, 21.3%
- Cc1ccc2c(c1)N(C(=O)CCC(=O)NC1CCN(Cc3ccccc3)CC1)CC(C)O2 (stereo not given)
    -7.0%, -19.7%, -29.9, 3.6%, -5.2%, 4.0%, -15.8, -5.9, -0.1%
- O=C(CCNC(=O)c1ccc(Br)cc1)NCc1ccncc1
    9.9%, 11.2%, 9.3, 3.2%, 1.9%, -1.3%, 2.6, 11.1, 6.0%
- O=c1c2ccccc2nc2ccc(N3CCOCC3)nn12
    -21.3%, -0.4%, 3.7, -2.6%, -2.2%, -19.9%, 0.8, -6.3, -4.5%
- N#Cc1ccc(CSC2=NCCN2)cc1
    ?, -5.4%, -20.4, -12.1%, 1.4%, ?, -15.0, ?, -5.2%
- Cc1ccc(Cn2c(C3CCCN3c3nc(C)cs3)nc3cc(C(F)(F)F)ccc32)cc1 (stereo not given)
    -17.1%, -26.9%, -11.3, ?, -0.4%, -1.1%, 0.4, -18.0, ?
- Oc1c(C(Nc2cccc(C(F)(F)F)c2)c2ccncc2)ccc2cccnc12 (stereo not given)
    ?, -29.1%, -53.6*, ?, -11.5%, 11.6µM*, 7.3, 60.1, 0.0%
- O=C(Oc1cccc([N+](=O)[O-])c1)c1cc(-c2ccccc2)nc2ccccc12
    ?, ?, 18.9, -7.2%, -5.4%, -2.7%, -3.9, 6.2, 0.9%
- CCOc1ccccc1CN1CCC(n2nccc2NC(=O)CCCc2ccccc2)CC1
    -26.0%, -2.9%, -25.7, 11.8%, -5.6%, 5.8%, -11.5, ?, -12.0%
- O=C(NCCCN1CCCC1=O)c1ccc(OC(F)(F)F)cc1
    19.3%, 16.4%, 10.0, 1.8%, 0.2%, -8.7%, 0.9, 0.0, 2.9%
- CCc1ccc(/C=C2/C(=O)NC(=O)N2C(C)=O)cc1
    -1.1%, -0.1%, -22.2, 2.8%, 2.6%, 0.5%, 8.7, ?, -13.5%
- O=C(Nc1ccccc1N1CCCC1)c1cc(S(=O)(=O)N2CCOCC2)ccc1Cl
    15.0%, 5.5%, -5.3, -18.2%, -6.5%, -3.0%, 5.4, -13.8, 5.6%
- CCOC(=O)c1c(NC(=S)NC(=O)c2ccc(Cn3cc(Cl)cn3)o2)sc2c1CCCCC2
    1.3%, -4.0%, 41.7, -24.5%, -5.4%, ?, -1.0, -5.8, ?
- COc1cc(/C=C/CNC[C@H]2O[C@@H](n3ccc(N)nc3=O)[C@H](O)[C@@H]2O)ccc1O
    2.0%, -8.6%, ?, 0.5%, -5.4%, ·, -1.9, 12.5, -1.3%
- Cc1cc(N(C(=O)c2ccco2)C(C(=O)NC2CCCCC2)c2ccccc2)ccc1-n1cnnn1 (stereo not given)
    -26.1%, 4.2%, 6.8, -25.4%, 3.4%, -20.8%, 5.6, 0.0, 0.1%
- O=C(NC1CCCCC1)c1ccc2ccccc2c1O
    -0.4%, -18.6%, 30.3, ?, -0.1%, ·, 4.2, -61.4*, -14.6%
- Cc1cc(C(=O)NN=Cc2ccc(OC(=O)c3ccco3)cc2)c(C)o1
    -10.1%, -4.1%, -23.3, -24.6%, 3.3%, -1.7%, -18.6, 4.3, 0.6%
- O=C(NCCCN1CCN(c2cccc(Cl)c2)CC1)C1CCC(=O)N1Cc1ccccc1Cl (stereo not given)
    ?, -26.3%, ?, ?, -3.2%, ?, -3.6, -54.9*, ?
- CC1(C)C(=O)N(c2ccccc2F)C(=O)c2ccccc21
    6.2%, 12.6%, 11.8, -12.9%, 4.2%, -0.1%, 6.2, 20.9, 0.8%
- CCOC(=O)c1cnn(-c2ccccc2)c1NC(=O)c1ccccc1C
    7.0%[9.24 µM], -0.8%, -13.2, -16.0%, -1.4%, 1.3%, -5.5, -4.5, -3.9%
- O=C(O)CCCCCNc1ncnc2ccc(Br)cc12
    -10.5%, -34.2%, -3.3, -28.3%, 1.6%, ?, -14.6, 5.7, -18.8%
- Cc1ccc(NC(=O)COc2ccc(-n3ccnc3)cc2)cc1Cl
    -5.7%, 2.0%, -25.7, ?, 5.0%, 2.7%, 0.4, ?, -8.7%
- C=CCNC(=O)c1cc2c(C(F)(F)F)nn(C)c2s1
    12.8%, 8.8%, 0.0, 19.9%, 9.0%, 0.1%, -4.1, -18.2, 4.8%
- COc1ccc(/C=N/N2CCOCC2)cc1O
    16.0%, 10.2%, 7.6, 17.8%, -3.2%, -0.8%, 1.7, 6.9, 21.2%
- COc1cccc(S(=O)(=O)N(C)C[C@H]2OCc3cn(nn3)CCCC(=O)N([C@H](C)CO)C[C@@H]2C)c1
    -0.1%, 5.0%, 7.7, 14.8%, 6.8%, ·, 5.2, 27.7, ?
- Cc1cccc(N2CCN(C(=O)CCNS(=O)(=O)c3ccc4c(c3)CCN4C(=O)C3CC3)CC2C)c1 (stereo not given)
    ·, ·, ·, 0.3%, 9.8%, ·, 2.5, ·, -15.9%
- Cc1ccc(-c2cc(C(=O)Nc3cc(C)ccc3C)[nH]n2)c(O)c1
    5.9%, ?, 1.5, 8.9%, -15.6%, 1.4%, 1.8, ?, 2.1%
- Cc1ccc(N(CC(=O)N2CCCCCC2)S(C)(=O)=O)c(C)c1
    -1.3%, 0.1%, 0.0, -11.7%, 2.9%, ·, -2.4, -8.8, -5.8%
- CSc1nc2c(c(=O)[nH]c(=O)n2C)n1Cc1ccccc1
    -16.3%, -11.9%, -4.9, ?, 21.7%, -114.3%[inhibitor], 1.3, 48.9, 18.1%
- O=C(c1cncc(Br)c1)N1CCN(S(=O)(=O)c2ccc(Cl)cc2)CC1
    -0.9%, 1.4%, 10.0, 1.5%, 12.9%, -5.5%, 0.8, 12.8, 2.8%
- CCn1c(COc2ccc(C)cc2)nnc1SCC(=O)Nc1cc(OC)ccc1OC
    -12.9%, 5.3%, 11.4, ?, 8.0%, 6.7%, 3.2, -5.4, -5.6%
- C/C(=N\NC(N)=O)c1ccccc1Cl
    13.4%, 9.2%, -10.8, ?, 8.0%, -8.2%, -5.0, -4.8, 2.5%
- S=C(NCc1cccnc1)NCc1cccnc1
    8.5%, 27.7%, -21.5, 1.9%, -1.7%, -7.8%, 3.0, 7.5, 11.5%
- CC(C)[C@H](NC(=O)NC1CCCC1)C(=O)O
    12.4%, 18.6%, 3.7, -8.0%, -11.9%, -2.3%, 0.9, 9.8, 2.9%
- O=C1c2ccccc2-c2ccccc2NC1O (stereo not given)
    1.5%, 4.5%, 0.0, 4.6%, -8.2%, ·, 2.1, 7.1, -0.3%
- CC(=O)NC(Cc1ccc(F)cc1)C(=O)N1CCN(C(=O)NCc2ccccc2)CC1 (stereo not given)
    10.3%, 4.8%, -3.0, 6.4%, -6.6%, -8.6%, 5.8, 10.0, 8.3%
- CC(=O)NC1CCCc2c1cnn2-c1ccc(C(C)(C)C)cc1 (stereo not given)
    -2.6%, -0.5%, 9.4, -16.4%, -5.2%, 0.0%, -6.6, -4.4, -7.6%
- O=C(COCc1cc(-c2ccc3c(c2)OCO3)on1)N1CCN(c2cccc(C(F)(F)F)c2)CC1
    ?, ?, -22.4, -7.0%&-10.8%, -2.2%, ?, -15.5&-13.2, -9.6, ?
- CC(C)C[C@H]1COc2cc(N3CC[C@@H](O)C3)ccc2S(=O)(=O)N1
    -1.2%, 13.1%, 3.9, ?, 2.4%, ·, 0.2, 27.6, 1.9%
- CC1(C)CC(=O)C=C(Nc2ccc3c(c2)CCC3)C1
    4.1%, 1.1%, 6.3, 14.0%, 0.2%, -18.9%, -9.4, -7.2, -6.5%
- COc1ccc(C2(C)ON(c3ccccc3C(F)(F)F)C2=O)cc1 (stereo not given)
    -4.6%, -1.2%, 0.0, -17.3%, -1.7%, -1.9%, -20.2, -62.1*, -4.3%
- N#Cc1ccc(OCC(=O)N/N=C2\CCc3ccccc32)cc1
    0.7%, -2.1%, 5.6, 1.4%, 8.9%, -5.3%, -7.8, 21.0, -2.8%
- CCOC(=O)c1ccc(NC(=S)N(CCN(C)C)Cc2cccs2)cc1
    ?, -57.8%, -3.9, ?, 7.3%, 15.9%, -19.4, 19.2, ?
- C[C@@H]1CN([C@@H](C)CO)C(=O)CCCn2nncc2CO[C@H]1CN(C)S(=O)(=O)c1ccc(F)cc1
    -4.3%, -1.2%, 2.1, ?, -3.3%, ·, -0.2, 16.6, -9.2%
- CCOc1ccc(NC(=O)CSc2nc(C)c3c(c2C#N)CCCC3)cc1
    0.2%, 7.3%, -11.8, 0.0%, 10.4%, -0.8%, -12.0, -15.4, -5.7%

Only IL-1B inflam inh and HT1080-NT tox (3 entries from above):
| Structure | IL-1B inflam inh | HT1080-NT tox |
| --- | --- | --- |
| C/C(=N\NC(N)=O)c1ccccc1Cl | -4.8 | 9.2% |
| CC(C)[C@H](NC(=O)NC1CCCC1)C(=O)O | 9.8 | 18.6% |
| CC(=O)NC1CCCc2c1cnn2-c1ccc(C(C)(C)C)cc1 (stereo not given) | -4.4 | -0.5% |
